ER stress rescue = rescue of cells from ER stress-induced death, primary screen, 384-well, CSM14.1, thapsigargin, ATP luminescence (AID 1222). CSM14.1 thapsigargin-induced death rescue, ATP luminescence; higher % means a stronger effect. 190,000 tested, under 10 active. cellular ATP content (survival), % at 20 µM, or EC50 in µM where a hit was titrated;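 active = EC50 below 50 µM in the dose-response confirmation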;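 note: death triggered by thapsigargin at about 15 µM added after 2 h compound pretreatment; cell ATP read after overnight thapsigargin exposure of roughly 18 to 22 hours; normalized against plate controls of thapsigargin alone and 5% DMSO vehicle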
P. falciparum M1AAP = P. falciparum M1AAP inhibitors, biochemical, fluorogenic H-Leu-NHMec substrate, 1536-well (AID 1445); one-dose inhibition, % at 30 µM; IC50 in µM for titrated hits; hit rate 0.42% among 220,000; recombinant M1AAP, H-Leu-NHMec fluorogenic kinetic assay; higher % means a stronger effect;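 active = primary inhibition above the hit cutoff, then over 50% inhibition at one or more dose response concentrations, cut at about 23% in these data, passing the limit was not always enough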;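 note: plate controls were DMSO full reaction for no effect and no enzyme background for full effect; strong numbers were not always called active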
LYP inhibition = PTPN22 lymphoid phosphatase activity blockers – biochemical, fluorescence intensity, uHTS (AID 1779). hit rate 0.054% among 290,000. one-dose inhibition, % at 11.5 µM; IC50 in µM for titrated hits. recombinant LYP phosphatase, fluorescence intensity; higher % means a stronger effect;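 note: plate controls were vehicle with enzyme for no effect and no enzyme for full effect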
P. falciparum M17LAP = P. falciparum M17LAP inhibitors, primary screen, biochemical, fluorogenic H-Leu-NHMec substrate, 1536-well (AID 1619). inhibition, % at 30 µM, or IC50 in µM where a hit was titrated. recombinant M17LAP, H-Leu-NHMec fluorogenic kinetic assay; higher % means a stronger effect. hit rate 0.38% among 220,000;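 active = compound inhibiting the enzyme by more than half at any dose during confirmatory dose-response retesting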;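 note: plate controls were full reaction with DMSO carrier for no effect and no enzyme background for full effect; strong numbers were not always called active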
XIAP antagonists = small molecules displacing peptide from XIAP – biochemical, IAP family, fluorescence polarization (AID 1018); XIAP BIR domain, fluorescence polarization peptide displacement; higher % means a stronger effect; one-dose displacement, % at 20 µM; IC50 in µM for titrated hits; hit rate 0.007% among 200,000; in the data active = displacement above about 50%; note: a part of the inactive calls stands beside numbers as strong as those of hits
Siah-1 displacement = blockers of Siah-1 interaction with plectin peptide – biochemical, fluorescence polarization, rhodamine-plectin, uHTS, primary screen (AID 1817). displacement, % at 20 µM, or IC50 in µM where a hit was titrated. Siah-1 / rhodamine-plectin peptide fluorescence polarization; higher % means a stronger effect. hit rate 0.02% among 290,000;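 active = displacement of at least 50% at 20 µM, with a fluorescence ratio check between 0.3 and a set limit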;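 note: plate controls were Siah plus tracer with DMSO for no effect and tracer alone without Siah for full effect; strong numbers were not always called active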
Lipid droplet = modulators of hepatic lipid droplet formation. AML12 mouse hepatocytes, oleate lipid droplets, BODIPY imaging. AID 1656. inhibition, % at 6.5 µM. hit rate 0.4% among 240,000;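 active = lipid droplet intensity inhibited by at least 50%, with more than 500 cells counted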
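Assay system: AML12 hepatocytes (mouse); Probe or stimulus: oleic acid at 100 µM to induce lipid droplet formation; Dosing: compound at 6.5 µM only; Schedule: compound with oleate, overnight; Detection: fluorescence imaging, 20x objective, two fields per well; Measure: % inhibition of lipid droplet signal.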
AID2073 = inhibitors of Mint1-CaV2.2 protein interaction, biochemical, HTRF (AID 2073) | HTRF protein-protein interaction, Mint1-CaV2.2; higher % means a stronger effect | one-dose inhibition, % at 20 µM; IC50 in µM for titrated hits | hit rate 0.19% among 290,000; in the data active = inhibition mostly above about 51%, no sharp cut-off; note: some results filed as inactive read as strong as hits
HEK293 NOD2/NF-kB = inhibition of NOD2-driven NF-kB reporter – cell-based, luminescence, uHTS, HEK293 (AID 1566); HEK293 NOD2/NF-kB luciferase reporter, luminescence; higher % means a stronger effect; hit rate 0.63% among 290,000; inhibition, % at 4 µM; hits with a dose series show EC50 in µM; note: many of its hits are not listed in these tables
Lipid droplet cells 6.5 µM = further read-out of Lipid droplet, marked with its call; cell count; measured here: cell count, cytotoxicity flag;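 cells counted across two imaged fields per well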
* marks the source's active call; other numbers are inactive results; · = no result given. Cut-off read from the data, not from the text of the source, unless noted: active = inhibition above about 50%; inactive = the rest.

SMILES	ER stress rescue	P. falciparum M1AAP	LYP inhibition	P. falciparum M17LAP	XIAP antagonists	Siah-1 displacement	Lipid droplet	Lipid droplet cells 6.5 µM	AID2073	HEK293 NOD2/NF-kB
O=C(Nc1cccc(-c2nnc(-c3ccco3)o2)c1)c1ccccc1	-1.3%	1%	-6%	4%	-4.6%	-1%	16	662	-1%	16%
Cc1cc(C)c2[nH]c3nc(SCC(=O)O)nnc3c2c1	·	·	-4%	·	·	-3%	·	·	3%	8%
Cc1ccc(S(=O)(=O)N(C)C)cc1NC(=S)NC(C)CCCC(C)C (stereo unspecified)	1.3%	3%	-2%	-20%	-5.6%	2%	-33	645	2%	15%
COCCNC(=O)CN(C(=O)CCC(=O)Nc1ccccn1)c1ccc(C)c(C)c1	·	·	-6%	·	·	-2%	0	815	8%	1%
Cc1ccc2[nH]c3c(=O)n(CC(=O)NCCCN(C)Cc4ccccc4)ncc3c2c1	·	·	-7%	·	·	-4%	-1	766	6%	8%
C=CCn1c(SCC(=O)NC2CCCC2)nc2c([nH]c3ccccc32)c1=O	·	·	-15%	·	·	-1%	-12	766	20%	6%
CC(=O)c1cccc(NC(=O)CSc2nc(N3CCOCC3)nc(N3CCOCC3)n2)c1	·	·	-6%	·	·	4%	-4	676	-2%	10%
CN(C)C(=S)Nc1ccc2ccccc2c1	-0.4%	-6%	-3%	-7%	0.0%	-3%	-2	667	-22%	-2%
COc1ccc2c(c1)Cc1sc(NC(=O)c3cccs3)nc1-2	-2.6%	11%	-8%	13%	-8.2%	-7%	19	794	8%	-59%
CCOC(=O)CSc1nc2ccc(C)cc2cc1C#N	-4.3%	4%	-2%	-10%	-1.5%	-4%	7	735	2%	-169%
CCOC(=O)c1c(NC(=O)C2C3C=CC(C3)C2C(=O)O)sc2c1CCC(CC)C2 (stereo unspecified)	-2.1%	5%	3%	7.7µM*	1.3%	-5%	1	529	6%	36%
C(=N\N1CCN(Cc2cccc3ccccc23)CC1)/c1ccco1	-0.9%	4%	0%	6%	-5.7%	0%	9	713	8%	-27%
Cc1cc(C)c(C(=O)OCC(=O)NCc2cccs2)c(C)c1	1.8%	1%	-4%	-1%	-4.2%	2%	0	654	8%	2%
Cc1oc(-c2cccs2)nc1CS(=O)CC(=O)NC1CCCCCC1 (stereo unspecified)	-0.6%	12%	3%	13%	-2.1%	-2%	·	·	-1%	0%
COc1ccc(-c2nc(CS(=O)CC(=O)NC3CCCc4ccccc43)c(C)o2)cc1OC (stereo unspecified)	-0.7%	9%	-2%	2%	-3.8%	-1%	·	·	6%	1%
Cc1cccc(-n2cnc3sc(C)c(C)c3c2=O)c1	·	3%	-5%	33%	·	1%	4	711	-8%	10%
COc1ccc(NC(=O)CCCNC(=O)Cn2cnc3sc(C)c(C)c3c2=O)cc1OC	·	·	-12%	·	·	-2%	-3	754	20%	17%
CCCCn1c(N)c(N(CC)C(=O)c2ccc(Cl)c([N+](=O)[O-])c2)c(=O)[nH]c1=O	·	·	-11%	·	·	-8%	0	758	3%	3%
O=C(CSc1ccc2ccccc2n1)N/N=C/c1ccccc1O	·	·	-3%	·	·	2%	0	866	6%	27%
COc1ccc(-c2[nH]ncc2CN2CCCC2c2nonc2C)c(F)c1 (stereo unspecified)	-2.0%	·	-11%	·	-3.9%	-2%	-10	659	12%	11%
CCOC(=O)N1CCN(C(=O)C2CCN(S(=O)(=O)c3cc(Cl)ccc3Cl)CC2)CC1	3.6%	3%	-4%	-15%	-2.2%	-2%	·	·	4%	-1%
Cc1ccc(NC(=O)COC(=O)C2CSC3(C)CCC(=O)N23)cc1S(=O)(=O)N1CCOCC1 (stereo unspecified)	-0.8%	10%	-2%	3%	-4.1%	5%	3	666	-5%	0%
COc1ccc(NC(=O)c2ccc(-c3nn(C)c(=O)c4ccccc34)cc2)cc1	0.6%	-3%	-8%	-11%	-7.3%	-2%	3	731	16%	18%
O=C(Cn1cccc1)Nc1ccc(OC(F)(F)F)cc1	0.3%	5%	4%	31%	-2.8%	0%	·	·	17%	-10%
O=C(COC(=O)/C=C/c1cccc(Br)c1)NCCC1=CCCCC1	-0.5%	-2%	3%	-8%	-8.3%	-4%	-9	568	-4%	11%
c1ccc(Cc2nnc3n2CCCCC3)cc1	2.8%	3%	-9%	0%	-24%	9%	·	·	-6%	10%
CCOc1ccc(N(C(C)C(=O)Nc2ccc(OC)cc2)S(C)(=O)=O)cc1 (stereo unspecified)	0.1%	1%	-10%	3%	-3.2%	-1%	·	·	-5%	1%
CN(C(=O)c1ccccc1Cl)c1ccccc1C(=O)NCc1ccccc1	·	·	-12%	·	·	-3%	-5	636	9%	13%
CCOC(=O)c1c(NC(=O)CN2CCN(c3ccc(Cl)cc3)CC2)sc(C)c1C	1.0%	2%	-3%	-9%	-1.0%	-3%	·	·	-4%	1%
CC1CCN(C(=O)C2CCN(CC(C)c3ccccc3)CC2)CC1 (stereo unspecified)	-1.2%	-8%	-6%	2%	-9.9%	-3%	15	701	10%	-4%

Quoted from the listing.
COc1ccc(NC(=O)c2ccc(-c3nn(C)c(=O)c4ccccc34)cc2)cc1 | LYP inhibition: -8%
CN(C(=O)c1ccccc1Cl)c1ccccc1C(=O)NCc1ccccc1 | Lipid droplet: -5

(further entries)
SMILES	ER stress rescue	P. falciparum M1AAP	LYP inhibition	P. falciparum M17LAP	XIAP antagonists	Siah-1 displacement	Lipid droplet	Lipid droplet cells 6.5 µM	AID2073	HEK293 NOD2/NF-kB
Cc1ccc(CNC(=O)c2cc(=O)c3ccccc3o2)cc1	·	·	-5%	·	·	9%	-6	833	5%	14%
Cn1c(=O)c2c(nc(Sc3nc4ccccc4n3CC(=O)N3CCCCC3)n2C)n(C)c1=O	-0.8%	3%	-6%	1%	-2.0%	-3%	·	·	-4%	7%
O=C(O)CCC(=O)OCC1CCCO1 (stereo unspecified)	0.4%	-3%	-12%	3%	-0.1%	0%	8	773	1%	16%
Cc1ccc(S(=O)(=O)/N=C(\Nc2cccc(C)c2)Nc2nc(C)cc(C)n2)cc1	-0.1%	-1%	-8%	-4%	-2.2%	-3%	1	644	-3%	28%
CCCCNc1cc(=O)oc2ccccc12	1.4%	6%	-5%	-1%	2.5%	4%	·	·	16%	18%
Cc1c(C#N)c(NC(=O)c2cccc(Cl)c2)n(Cc2ccccc2)c1C	-2.7%	2%	-6%	0%	-5.0%	-7%	-6	677	-1%	7%
COc1ccc(C(C(=O)NC2CCCC2)N(C(=O)c2snc(-c3ccc(F)cc3)c2N)c2ccc(OC)cc2)cc1 (stereo unspecified)	1.4%	15%	2%	-6%	-1.9%	-3%	·	·	40%	5%
COc1ccc(C(=O)NC(=S)Nc2nc(C)cc(C)n2)cc1Br	·	5%	10%	-1%	·	2%	-9	704	-7%	-12%
COCC(=O)OCC(=O)Nc1cc([N+](=O)[O-])ccc1Cl	-0.9%	0%	-4%	-2%	-1.5%	-2%	10	682	2%	2%
COC(=O)c1ccc(Oc2cc(C)nc(Cl)n2)cc1	0.8%	5%	-7%	-4%	1.1%	-3%	1	695	-6%	-12%
O=C(CSc1nnc(NC(=O)c2cccc(F)c2)s1)NC1CC1	·	·	0%	·	·	2%	-5	789	0%	-8%
O=C(NCC1CCCCC1)c1ccc([N+](=O)[O-])cc1	·	·	-7%	·	·	35%	-1	841	1%	2%
CCC(=O)c1ccccc1OCC(=O)Nc1c(C)cccc1C	0.2%	4%	0%	14%	-4.2%	2%	-8	697	-7%	5%
C=C(C)Cn1c(CNC(C)=O)nc2ccccc21	-0.9%	2%	-7%	-11%	-2.6%	-3%	14	743	-6%	22%
Cn1c(=N)n(CC(O)c2ccco2)c2ccccc21 (stereo unspecified)	-0.9%	-2%	-10%	-2%	1.1%	-1%	·	·	-4%	-16%
O=C1CCC([N+](=O)[O-])C(c2cc(Br)ccc2F)N1 (stereo unspecified)	·	·	-9%	·	·	5%	·	·	7%	5%
Cc1onc(-c2c(F)cccc2Cl)c1C(=O)NC1CC1	·	·	-10%	·	·	-2%	-12	648	8%	-6%
Nc1nnc(SCC(=O)Nc2ccc(S(=O)(=O)N3CCOCC3)cc2)s1	-2.7%	14%	-8%	1%	-19%	3%	1	759	-8%	6%
C=CCc1ccccc1OCC(O)CN1CCN(c2ccccc2F)CC1 (stereo unspecified)	0.9%	-9%	-3%	-7%	-4.5%	-2%	·	·	-3%	-4%
Cc1ccc(NC(=O)CCOc2ccccc2)cc1S(=O)(=O)Nc1ccccc1Cl	-0.9%	6%	-7%	14%	-3.2%	7%	1	514	-2%	3%
COc1ccc2cc(CCNC(=O)c3ccc(Br)o3)c(=O)[nH]c2c1	-1.8%	9%	1%	2%	-21%	7%	7	666	-5%	-12%
Cc1nn(CC(=O)NCC(C)c2ccccc2)c(=O)c2cccn12 (stereo unspecified)	·	·	-1%	·	·	-2%	-10	761	6%	-9%
COC(=O)c1ccc(CSCc2ccc(C(=O)OC)o2)o1	·	·	-10%	·	·	-2%	-16	830	0%	-8%
O=C(CSc1nnc2c(n1)[nH]c1ccc(F)cc12)N1CCOCC1	0.1%	7%	-1%	-3%	-7.8%	4%	-5	674	-10%	7%
CCOC(=O)C1(Cc2ccc(OC)cc2)CCN(C(=O)c2ccoc2C)CC1	-0.7%	1%	1%	2%	-1.0%	1%	-4	710	15%	10%
Cc1ccc(C)c2[nH]c(=O)c(CN(Cc3ccco3)C(=S)NCC3CCCO3)cc12 (stereo unspecified)	4.7%	13%	1%	2%	0.3%	-5%	-14	720	16%	13%
O=C(Nc1cc(NC(=O)c2ccccc2F)ccc1Cl)c1ccccc1	·	·	-8%	·	·	3%	·	·	10%	18%
Fc1cccc(Nc2nc(N3CCOCC3)nc(N3CCOCC3)n2)c1	·	·	-8%	·	·	6%	-5	652	8%	-2%
CC1(C)C(=O)OC(c2cc(Br)ccc2O)C(C)(C)C1=O (stereo unspecified)	0.3%	4%	-5%	-3%	-8.5%	-4%	-9	620	-4%	-2%
Cc1ccc(C(=O)NCc2ccc3c(c2)OCO3)o1	·	·	-4%	·	·	-1%	14	834	-7%	-14%
COc1ccccc1N1CCN(c2cnccn2)CC1	-0.8%	-4%	-1%	3%	-8.9%	-6%	-2	699	8%	-4%
S=C(NCCNCc1ccccc1)NC1CCCCC1	-1.8%	7%	10%	10%	0.9%	5%	-2	713	9%	-1%
O=C(NCc1ccco1)c1nc(-c2ccccc2)n(-c2ccccc2)n1	1.3%	2%	-4%	6%	-6.2%	-1%	·	·	-8%	-13%
COc1cc2cc(CN(CCN3CCCC3)C(=O)Nc3ccc(F)cc3)c(=O)[nH]c2cc1OC	-0.9%	14%	-1%	-8%	-2.9%	0%	·	·	14%	11%

Screening data: PubChem BioAssay, several laboratories

Some of the compounds tested. The share of hits here may be higher or lower than overall.
